# High-throughput results (PubChem BioAssay)
# S1P4 antagonist – antagonists of human S1P4 receptor; O95977; S1P4-expressing cells, antagonist mode, reporter read-out; inhibition, % at 4.98 µM; actives 0.26% (n = 220,000); AID 1510; in the data active = inhibition above about 29%;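 also: 0% = wells stimulated with agonist and 100% = vehicle wells without agonist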
# S1P4 ag – activates the human S1P4 receptor; S1P4-expressing cell line, agonist reporter assay; activation, % at 4.98 µM; actives 0.35% (n = 220,000); AID 1509; in the data active = activation above about 11%;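 also: 0% = DMSO vehicle and 100% = reference agonist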
# NPY2 pot ag – potentiates or activates human NPY-Y2 receptor; P49146; cells expressing NPY-Y2, potentiator/agonist read-out; activation, % at 3.6 µM; actives 0.45% (n = 220,000); in the data active = activation above about 27%;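 also: cells stimulated with NPY near EC25 plus isoproterenol at EC100; 0% = vehicle plus submaximal agonist and 100% = vehicle plus saturating agonist; some results beyond the cut were filed as inactive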
# EP2 mod – modulates human prostaglandin E2 receptor EP2 signaling. P43116. actives 0.83% (n = 260,000). induction, % at 25 µM. EP2-expressing cells, cAMP HTRF FRET, PGE2 co-stimulation;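 active = compounds whose cAMP rise, as percent of the full-agonist control response, exceeds 60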;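 also: rat C6 glioma line stably carrying human EP2 under a CMV promoter; the protocol text gives 20 µM as final concentration; 100% = response of wells given 1 µM PGE2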
# Target sequence (P43116 whole entry, looked up): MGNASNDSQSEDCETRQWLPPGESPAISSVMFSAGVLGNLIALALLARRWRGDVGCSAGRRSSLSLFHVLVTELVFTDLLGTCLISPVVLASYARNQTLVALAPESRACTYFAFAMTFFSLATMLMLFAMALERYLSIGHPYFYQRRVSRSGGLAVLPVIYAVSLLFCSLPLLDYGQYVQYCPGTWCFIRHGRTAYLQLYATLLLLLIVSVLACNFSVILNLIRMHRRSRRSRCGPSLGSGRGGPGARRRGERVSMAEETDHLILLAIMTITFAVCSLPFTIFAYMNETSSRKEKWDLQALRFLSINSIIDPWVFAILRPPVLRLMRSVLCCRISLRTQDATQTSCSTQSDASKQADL
# NPY1 pot ag – human NPY-Y1 potentiation or agonism, primary screen. activation, % at 3.6 µM. actives 0.37% (n = 220,000). NPY-Y1 expressing cells, potentiator/agonist activation. P25929; in the data active = activation above about 33%, passing the limit was not always enough;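 also: cells stimulated with NPY at EC10 then isoproterenol at EC100; 0% = low agonist plus stimulus and 100% = saturating agonist plus stimulus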
# Target sequence (P25929 whole entry, looked up): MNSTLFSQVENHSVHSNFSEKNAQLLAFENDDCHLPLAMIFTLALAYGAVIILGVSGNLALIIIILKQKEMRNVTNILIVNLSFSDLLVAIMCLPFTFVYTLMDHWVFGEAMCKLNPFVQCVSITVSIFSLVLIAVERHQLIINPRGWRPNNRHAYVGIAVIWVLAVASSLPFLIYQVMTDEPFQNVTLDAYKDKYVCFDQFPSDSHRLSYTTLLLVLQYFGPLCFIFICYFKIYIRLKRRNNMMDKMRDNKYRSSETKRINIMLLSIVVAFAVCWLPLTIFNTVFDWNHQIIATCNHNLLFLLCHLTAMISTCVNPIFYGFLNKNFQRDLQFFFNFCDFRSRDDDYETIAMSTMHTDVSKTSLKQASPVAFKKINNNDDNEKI
# p97 inhibitor – inhibitors of human p97 ATPase. AID 1481. actives 0.42% (n = 220,000). P55072. recombinant p97 ATPase, Kinase-Glo ATP luminescence, 3 h. inhibition, % at 8 µM; in the data active = inhibition above about 15%;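 also: 0% = DMSO vehicle and 100% = wells lacking enzyme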
# PGE2 EP2 inh – blocks the human prostaglandin E2 receptor EP2. P43116. C6 glioma cells expressing human EP2, cAMP TR-FRET; cells stimulated with saturating PGE2. inhibition, % at 25 µM. actives 0.52% (n = 260,000). AID 1422;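 active = percent inhibition above 40 after rounding to a whole number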;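 also: rat C6 glioma host cells with rolipram phosphodiesterase inhibitor present; the protocol text gives 20 µM as final concentration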
# NPY Y1 blocker – antagonists of human neuropeptide Y receptor Y1; actives 1% (n = 200,000); inhibition, % at 3.6 µM; P25929; HEK293-CNG Y1 cells, membrane potential fluorescence; NPY at EC95, then isoproterenol;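 active = inhibition above the campaign mean inhibition of all tested compounds plus 3 SD, cut at about 20% in these data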;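 also: 0% = DMSO wells given NPY plus isoproterenol and 100% = isoproterenol alone without NPY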
#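 System: HEK293 cells with Y1 receptor plus CNG channel / Probe or stimulus: NPY 25 nM then isoproterenol 1 µM plus Ro 20-1724 25 µM / Compound: one concentration, 3.6 µM, in 0.4% DMSO / Schedule: compound incubation 1 h at room temperature, readout 45 min post-stimulation / Measured by: membrane potential fluorescence / Read-out: % inhibition of NPY effect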
# eIF4E-4G inh – blocks eIF4E binding to eIF4G; P63073+Q04637; TR-FRET eIF4E-eIF4GI(517-606) binding, 2 h; inhibition, % at 21.7 µM; actives 0.37% (n = 220,000);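 active = inhibition above about 30%, limit read from the data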;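 also: 0% = full FRET control wells and 100% = background wells lacking eIF4GI fragment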
# * marks the source's active call; other numbers are inactive results; nt = no result given; & = joins results of further samples; [ ] = dose if it differs, or a comment.
# Screens by letter: A = S1P4 antagonist; B = S1P4 ag; C = NPY2 pot ag; D = EP2 mod; E = NPY1 pot ag; F = p97 inhibitor; G = PGE2 EP2 inh; H = NPY Y1 blocker; I = eIF4E-4G inh
CCOC(=O)c1c(C)[nH]c(C(=O)COC(=O)/C=C/c2ccc3c(c2)OCO3)c1C
  A = 6.6	B = 0.4	C = -1.6	D = -5.0	E = 18.9	F = 4.4	G = 7.7	H = 5.7	I = 2.7

O=C(Nc1ccccc1Sc1ccccc1)c1ccccc1F
  A = -3.0	B = -0.1	C = -17.5	D = nt	E = -2.3	F = -1.7	G = 10.7	H = 11.2	I = nt

O=c1cc(N2CCCC2)c2ccccc2o1
  A = -19.5	B = -0.7	C = -1.8	D = 19.2	E = 16.2	F = 4.5	G = 8.6	H = -1.4	I = -2.3

COc1ccc(-c2cnc(N)n2C)cc1
  A = -44.9	B = 1.5	C = 8.7	D = -46.5&-7.8	E = 0.9	F = 2.8	G = 6.8&5.3	H = -4.7	I = -0.8

COc1cc(C(=O)O)ccc1Cl
  A = 1.9	B = 0.8	C = -10.7	D = 31.4	E = -2.2	F = 2.7	G = 8.3	H = nt	I = -4.2

O=C(Nc1ccc(-c2nc3ccccc3[nH]2)cc1)c1ccccc1NS(=O)(=O)c1ccc(F)cc1
  A = -4.2	B = 1.9	C = 4.1	D = -48.2	E = -11.2	F = -1.9	G = 7.3	H = 5.6	I = 14.3

CCc1nnc(NC(=O)CN2CCC(O)(c3ccccc3OC)CC2)s1
  A = 10.4	B = -2.0	C = 8.4	D = 8.6	E = -13.2	F = 0.1	G = 2.4	H = -1.7	I = -6.2

C=CCN1C(=O)CSc2ccc(C(=O)NCc3cccs3)cc21
  A = 11.4	B = -0.5	C = 0.9	D = -61.8	E = 5.7	F = 5.9	G = 4.7	H = 0.7	I = -0.9

CC(=O)Nc1ccc2nc(CN3CCN(CC(C)C)C(CCO)C3)ccc2c1 (stereo unspecified)
  A = 3.3	B = -3.0	C = 4.0	D = -6.7	E = -8.3	F = -3.3	G = 11.4	H = 6.5	I = 3.8

COCCCNC(=O)CCCn1c(=O)c2ccccc2n(Cc2cccc([N+](=O)[O-])c2)c1=O
  A = 12.8	B = -1.5	C = 7.5	D = 10.6	E = 1.1	F = -0.4	G = 3.9	H = 0.2	I = 4.0

Cc1ccc(Cn2ccc(NC(=O)c3cc(-c4ccccc4)on3)n2)cc1
  A = -11.8	B = -0.2	C = -6.8	D = 0.9	E = -18.4	F = 0.8	G = 13.0	H = 3.0	I = 1.2

Cc1ccccc1NC(=O)COC(=O)CCSc1ccccc1
  A = -5.3	B = -0.1	C = -11.9	D = 10.3	E = 2.6	F = 0.8	G = 18.0	H = 4.3	I = 0.6

CCCCn1c(=S)[nH]c2ncccc2c1=O
  A = -3.9	B = 1.6	C = -0.2	D = -9.4	E = -2.7	F = -3.1	G = nt	H = 1.4	I = 3.4[fluorescence artefact?]

O=C(CSc1nnc(COc2ccccc2)o1)Nc1nccs1
  A = -5.4	B = 0.8	C = 1.5	D = 15.8	E = -12.0	F = -1.9	G = 5.8	H = -1.8	I = -1.9

CCOc1ncccc1C(=O)Nc1nnc(C(CC)CC)s1
  A = 5.3	B = 2.3	C = -13.4	D = 14.2	E = -20.6	F = -1.9	G = 3.5	H = 15.2	I = -2.5

C=CCn1c(SCc2ccc(F)cc2)nnc1-c1sc2nc(C)cc(C)c2c1N
  A = -25.2	B = 0.0	C = -5.1	D = -9.7	E = 13.5	F = -0.1	G = 7.1	H = nt	I = 6.3

CSC1=NCCN1CCOc1ccccc1
  A = 11.8	B = 1.1	C = 0.3	D = 0.4	E = 3.3	F = 1.5	G = 3.9	H = 10.0	I = 2.1

O=C(N/N=C/c1cccc(O)c1)c1csc2ccccc12
  A = 10.9	B = 0.0	C = -23.4	D = -19.5	E = -3.0	F = 1.2	G = 21.0	H = -1.0	I = 1.6[fluorescence artefact?]

CCOC1(NC(=O)c2ccccc2)C(C)=CC(=O)C=C1C
  A = -13.4	B = -2.9	C = -6.1	D = 23.0	E = -4.3	F = -7.1	G = 6.9	H = -5.0	I = 3.4

COC(=O)c1ccccc1NC(=O)COC(=O)CSc1nnc(N)s1
  A = 0.6	B = -0.2	C = -0.5	D = 19.5	E = -9.8	F = -0.2	G = 5.8	H = 0.4	I = -4.0

# Three entries from above, sorted by heavy-atom count, low to high:
# Screens by letter: A = S1P4 antagonist; B = S1P4 ag; C = NPY2 pot ag; D = EP2 mod; E = NPY1 pot ag; F = p97 inhibitor; G = PGE2 EP2 inh; H = NPY Y1 blocker; I = eIF4E-4G inh
CCCCn1c(=S)[nH]c2ncccc2c1=O
  A = -3.9	B = 1.6	C = -0.2	D = -9.4	E = -2.7	F = -3.1	G = nt	H = 1.4	I = 3.4[fluorescence artefact?]

CCOc1ncccc1C(=O)Nc1nnc(C(CC)CC)s1
  A = 5.3	B = 2.3	C = -13.4	D = 14.2	E = -20.6	F = -1.9	G = 3.5	H = 15.2	I = -2.5

Cc1ccccc1NC(=O)COC(=O)CCSc1ccccc1
  A = -5.3	B = -0.1	C = -11.9	D = 10.3	E = 2.6	F = 0.8	G = 18.0	H = 4.3	I = 0.6

# (more compounds)
# Screens by letter: A = S1P4 antagonist; B = S1P4 ag; C = NPY2 pot ag; D = EP2 mod; E = NPY1 pot ag; F = p97 inhibitor; G = PGE2 EP2 inh; H = NPY Y1 blocker; I = eIF4E-4G inh
C=CCn1c(CNC(=O)c2cccs2)n[nH]c1=S
  A = -28.7	B = 0.1	C = 7.2	D = -0.6	E = 4.1	F = 6.1	G = 1.1	H = -3.4	I = -0.8

O=C(O)c1n[nH]c2c1CCCC2
  A = -3.0	B = -1.3	C = 2.2	D = 0.5	E = 10.6	F = 6.3	G = -0.3	H = -4.3	I = -6.4

Cc1ccc(F)cc1NC(=O)C1CCCN(c2ncccn2)C1 (stereo unspecified)
  A = -1.9	B = -0.6	C = 0.0	D = 4.4	E = 4.9	F = 4.0	G = 5.7	H = -4.3	I = 3.3

O=C(Cn1cncn1)N/N=C/c1cccc2ccccc12
  A = -4.5	B = 0.1	C = 4.4	D = -26.4	E = -16.5	F = 2.4	G = 7.7	H = -0.1	I = -1.0[fluorescence artefact?]

Cc1[nH]c2ccccc2c1C(=O)CSC(=S)N(C)C
  A = 7.9	B = 2.1	C = 2.1	D = -24.5	E = 4.6	F = 4.4	G = 7.0	H = 1.4	I = -0.1

CCc1ccc(-n2c(SCC(=O)Nc3ccc(C(=O)O)cc3)nnc2-c2ccncc2)cc1
  A = -15.2	B = 1.5	C = 6.8	D = -3.7	E = -8.3	F = -0.4	G = 11.3	H = nt	I = -3.7

CCOC(=O)c1cccc(NC(=O)Nc2ccc3c(c2)C(=O)OC3)c1
  A = 3.6	B = -2.1	C = -14.4	D = -31.8	E = 12.6	F = 10.3	G = 5.0	H = nt	I = 1.6

O=C(COC(=O)C1=COCCO1)NCCCc1ccccc1
  A = 24.0	B = 1.1	C = -30.1	D = -1.1	E = 17.8	F = -2.5	G = 15.2	H = 1.3	I = nt

CCCCC(=O)Nc1nnc(-c2ccco2)o1
  A = -12.2	B = -0.2	C = -3.1	D = 24.1	E = 22.3	F = 5.4	G = 2.8	H = 0.1	I = -1.7

O=c1c2oc3ccccc3c2[nH]c(=S)n1-c1ccccc1
  A = -6.2	B = 5.5	C = -2.3	D = 70.7*	E = -35.3	F = 0.3	G = 12.8	H = 3.8	I = -1.4

COC(=O)[C@H](Cc1ccccc1)NC(=O)O[C@@H]1C(=O)c2cc(Br)ccc2O[C@H]1c1cccc(OC)c1
  A = 12.0	B = 1.0	C = 4.7	D = 37.0	E = -21.6	F = 5.3	G = nt	H = 3.3	I = 4.7[fluorescence artefact?]

CCCOc1ccc(-c2cnc(SCC(N)=O)nc2N)cc1
  A = -1.8	B = -1.2	C = -3.1	D = -3.3	E = -16.3	F = 0.4	G = 9.8	H = 1.6	I = 0.6

Cc1nnc(-c2cnn(-c3ccccc3)c2N)n1Cc1ccncc1
  A = -8.6	B = 1.8	C = -9.3	D = 0.5	E = -10.2	F = -6.3	G = 9.7	H = 4.2	I = 1.3

CCOc1ccc(NC(=O)CSc2nc(N)c(-c3ccccc3)c(=O)[nH]2)cc1
  A = -0.1	B = -0.2	C = -10.4	D = -31.2	E = 6.4	F = 5.5	G = 6.2	H = -1.7	I = -7.1

CCC(CC)NCc1ccc2c(c1)c1ccccc1n2CC
  A = -5.2	B = 2.0	C = -9.2	D = -65.9	E = 20.6	F = -3.8	G = 7.5	H = 8.9	I = 0.6

Cc1nn(-c2ccccc2)c(C)c1/C=N/NC(=O)CSc1nc2ccccc2c(=O)n1-c1ccc(Br)cc1
  A = -27.1	B = -0.2	C = -0.9	D = -12.6	E = 2.8	F = 0.1	G = 24.3	H = -5.0	I = -17.1

Cn1ccnc1SCC(=O)Nc1cc(S(=O)(=O)N2CCOCC2)ccc1Cl
  A = 0.3	B = 0.0	C = 9.8	D = 31.2	E = 7.9	F = 2.3	G = 14.6	H = 7.2	I = 1.2

O=C(Nc1nc2c(cc3c4c(cccc42)CC3)s1)c1ccccc1Cl
  A = 5.5	B = -0.8	C = 1.3	D = -4.2	E = -15.1	F = -1.4	G = 7.7	H = -0.4	I = -2.5[fluorescence artefact?]

Cc1nc2n[nH]c(N)c2c2c1COC(C)(C)C2
  A = -6.4	B = -1.6	C = 7.7	D = -15.1	E = -14.2	F = -7.4	G = 9.9	H = -1.9	I = 3.0

CC(=O)C(C(C)=O)C(NC(=O)c1cccnc1)(C(F)(F)F)C(F)(F)F
  A = 2.8	B = -2.2	C = -7.3	D = 23.2	E = -15.7	F = 0.9	G = 13.4	H = -3.2	I = -2.1

CCOc1ccc(N(CC(=O)NC(C)CC)S(C)(=O)=O)cc1 (stereo unspecified)
  A = -16.3	B = -0.8	C = 0.4	D = 9.3	E = -6.0	F = 4.3	G = 5.6	H = 9.8	I = 1.4

CCOC(=O)c1c(CN2CCN(C)CC2)n(C)c2cc(Br)c(OC)cc12
  A = -10.3	B = -0.8	C = 8.0	D = -13.8	E = 4.6	F = 1.2	G = 5.3	H = 2.4	I = -0.9

CC1CCN(c2ccc(C(=O)O)cc2N)CC1
  A = 1.4	B = -0.7	C = -2.0	D = 31.8	E = -42.8	F = 1.8	G = 8.7	H = -3.5	I = 4.8

CCc1cccc(CC)c1N(COC)C(=O)Cn1nnc2ccccc21
  A = -11.8	B = 1.5	C = 12.8	D = 14.1	E = 17.6	F = -5.8	G = 12.8	H = 1.2	I = -3.8[fluorescence artefact?]

COc1cccc2cc(C(=O)Nc3ccc(S(=O)(=O)NCC4CCCO4)cc3)c(=O)oc12 (stereo unspecified)
  A = 4.6	B = 1.0	C = -11.4	D = -4.9	E = 28.7	F = 3.0	G = 9.8	H = nt	I = -6.3

CC(=O)OCC1OC(c2ccccc2)C(OC(C)=O)C(OC(C)=O)C1OC(C)=O (stereo unspecified)
  A = -10.3	B = 1.1	C = 9.7	D = 26.0	E = -25.4	F = -4.9	G = 7.8	H = 5.3	I = -1.3[fluorescence artefact?]

COc1ccc(C(c2nnnn2CCc2ccccc2)N2CCN(C3CCCC3)CC2)cc1OC (stereo unspecified)
  A = -6.6	B = 0.6	C = -0.6	D = 12.3	E = 5.3	F = -4.2	G = 14.2	H = -1.0	I = -0.9

COc1ccccc1C1C(C#N)=C(N)Oc2c1oc(CO)cc2=O (stereo unspecified)
  A = -20.8	B = 2.4	C = 2.5	D = -12.0&-16.3	E = 25.4	F = 4.2	G = 15.7&13.4	H = 1.1	I = 1.4

# A portion of the library, so the mix of outcomes need not match the whole.
